Screens from PubChem BioAssay.
SMARCA2 activ – activators of SMARCA2 function. MG213 cells, MMTV-luciferase reporter, dexamethasone, overnight. activation, % at 9.1 µM. actives 1% (n = 370,000). AID 652017; in the data active = activation above about 7.8%;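 note: 0% = vehicle wells and 100% = reference activator wells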
FXN GAA850 act – increases GAA850 frataxin promoter reporter activity | HEK293 lucGAA850 FXN promoter luciferase reporter, 24 h; percent of 10 µM SAHA response | activation, % at 6 µM | actives 0.56% (n = 360,000) | AID 540364;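 active = activation above the average of all compounds screened plus 3 SD, cutoff fixed separately per campaign, cut at about 7.5% in these data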;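 note: 0% = DMSO wells and 100% = 10 µM SAHA wells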
hcDAF12 agonist – H. contortus DAF-12 activation, primary screen | HEK293 hcDAF-12 lit1-tk-luc reporter, luminescence; 0% DMSO, 100% Δ7-dafachronic acid | activation, % at 6.8 µM | actives 1.4% (n = 370,000);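 active = activation above the mean of all tested compounds plus 3 SD, cut at about 5.5% in these data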;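 note: 100% = response to 3 µM Δ7-dafachronic acid high control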
ssDAF-12 act – S. stercoralis DAF-12 activation, primary screen | HEK293 ssDAF-12/GRIP1 lit1-tk-luc reporter, luminescence; % of 3 µM dafachronic acid response | actives 1% (n = 370,000) | activation, % at 6.8 µM;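 active = activation above the mean over all tested compounds plus 3 SD, cut at about 0.9% in these data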;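 note: 0% = DMSO-only wells and 100% = 3 µM delta7-dafachronic acid wells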
PLC-beta3 inh – inhibitors of human phospholipase C beta3 | Q01970 | Purified PLC-beta3, fluorogenic substrate, fluorescence | inhibition, % at 12.2 µM | actives 0.18% (n = 370,000); in the data active = inhibition above about 11%;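 note: 0% = median of compound wells on plate and 100% = full blocker control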
Target sequence (Q01970 whole entry, looked up): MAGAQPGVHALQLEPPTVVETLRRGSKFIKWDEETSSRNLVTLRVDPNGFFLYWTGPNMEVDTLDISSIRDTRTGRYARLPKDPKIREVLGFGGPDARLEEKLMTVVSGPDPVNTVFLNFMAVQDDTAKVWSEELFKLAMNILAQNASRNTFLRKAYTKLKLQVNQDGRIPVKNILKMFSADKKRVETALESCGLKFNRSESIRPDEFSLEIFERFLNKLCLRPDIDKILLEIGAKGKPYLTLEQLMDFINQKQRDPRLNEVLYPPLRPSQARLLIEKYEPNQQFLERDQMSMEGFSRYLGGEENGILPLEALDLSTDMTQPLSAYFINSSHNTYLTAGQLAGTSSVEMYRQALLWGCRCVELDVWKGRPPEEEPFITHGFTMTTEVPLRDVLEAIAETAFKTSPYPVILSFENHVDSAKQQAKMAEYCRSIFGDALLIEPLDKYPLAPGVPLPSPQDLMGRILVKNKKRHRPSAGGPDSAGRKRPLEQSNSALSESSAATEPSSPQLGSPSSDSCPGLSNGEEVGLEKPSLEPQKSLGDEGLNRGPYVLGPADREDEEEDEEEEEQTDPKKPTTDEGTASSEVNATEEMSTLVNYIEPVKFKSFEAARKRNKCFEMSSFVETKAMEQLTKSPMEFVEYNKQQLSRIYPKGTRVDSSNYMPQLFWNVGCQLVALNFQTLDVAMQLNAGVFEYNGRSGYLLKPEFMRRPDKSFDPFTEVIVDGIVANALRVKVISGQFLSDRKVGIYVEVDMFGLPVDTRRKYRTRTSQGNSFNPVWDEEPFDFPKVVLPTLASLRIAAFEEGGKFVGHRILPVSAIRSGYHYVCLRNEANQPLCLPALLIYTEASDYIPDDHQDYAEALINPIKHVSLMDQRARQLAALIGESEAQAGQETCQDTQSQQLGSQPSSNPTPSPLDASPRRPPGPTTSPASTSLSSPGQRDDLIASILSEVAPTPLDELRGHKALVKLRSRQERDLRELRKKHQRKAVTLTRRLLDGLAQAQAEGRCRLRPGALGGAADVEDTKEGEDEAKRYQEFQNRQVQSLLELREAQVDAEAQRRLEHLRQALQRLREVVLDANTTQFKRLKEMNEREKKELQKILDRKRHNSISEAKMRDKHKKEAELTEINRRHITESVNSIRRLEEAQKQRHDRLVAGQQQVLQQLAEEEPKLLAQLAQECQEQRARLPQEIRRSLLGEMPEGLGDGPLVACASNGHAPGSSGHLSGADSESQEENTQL
sPLA2-III inh – Inhibits HGIII-sPLA2 liposome hydrolysis, primary screen; Q9NZ20; QFRET BODIPY PC-A2 liposome hydrolysis, fluorescence; inhibition, % at 12.2 µM; actives 0.56% (n = 370,000);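 active = inhibition above mean plus 3 SD of compounds lying within the high and low control bounds, cut at about 19% in these data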;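 note: 0% = median of test compound wells and 100% = no enzyme DMSO wells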
PG9 Ab binder – binds the HIV-1 gp120 antibody PG9. inhibition, % at 6.7 µM. actives 0.43% (n = 360,000). TR-FRET gp120-PG9 antibody binding. AID 624416; in the data active = inhibition above about 8.5%
hgDAF-12 ag – hgDAF-12 agonism, primary luciferase screen; HEK293 GAL4-hgDAF12 UAS-luciferase reporter, agonist luminescence; normalized to butyrate control; activation, % at 6.8 µM; actives 1.8% (n = 370,000);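 active = activation above a cutoff set at the mean of all screened compounds plus 3 SD, cut at about 10% in these data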;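 note: 0% = DMSO wells and 100% = sodium butyrate wells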
Rev-erbA mod – Rev-erb alpha (human) modulation. P20393. Rev-erbα–FITC-DNA binding, fluorescence polarization, 90 min. activity, % at 10 µM. actives 0.79% (n = 370,000). AID 1259318;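 active = activity above about 14%, limit read from the data; passing the limit was not always enough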;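 note: 0% = DMSO wells with 35 nM protein and 100% = DMSO wells with 750 nM protein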
DAX1 inh-1 – inhibitors of DAX1 repression of SF-1 activated StAR promoter | HEK293T StAR-luciferase reporter, SF-1/DAX-1 repression relief | inhibition, % at 6.8 µM | actives 1.1% (n = 370,000) | AID 652010;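 active = inhibition above the mean over all tested compounds plus 3 SD, cut at about 3.6% in these data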;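 note: 0% = DAX-1 cells with DMSO and 100% = cells lacking DAX-1 with DMSO; higher inhibition means more luminescence from relief of DAX-1 repression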
DAX1 inh-2 – NR0B1 (DAX1) inhibition; P51843; inhibition, % at 6.75 µM; HEK293 Gal4-DAX1 luciferase reporter, luminescence; actives 0.99% (n = 340,000); AID 504766;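 active = inhibition above the mean over all tested compounds plus 3 SD, cut at about 4.2% in these data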;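 note: 0% = DAX1-transfected cells with DMSO and 100% = empty-vector control cells with DMSO; inhibition shows as a rise in luminescence from relieved DAX1 repression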
Active calls of the source: *; nt = no result given.

SMILES	SMARCA2 activ	FXN GAA850 act	hcDAF12 agonist	ssDAF-12 act	PLC-beta3 inh	sPLA2-III inh	PG9 Ab binder	hgDAF-12 ag	Rev-erbA mod	DAX1 inh-1	DAX1 inh-2
O=C(Cn1cc2c(n1)CCCCC2)Nc1ccc(F)cc1F	0	-1.1	-1.6	-0.4	0	1	-0.7	1.9	0	-0.2	nt
CC(=C\c1ccco1)/C=C1/SC(=S)N(CC(=O)O)C1=O	1	-1.5	0.8	-0.8	-12	-2	-0.4	1.5	-7	0.8	1.5
Cn1nc(C(F)(F)F)c(-c2cccc(C(F)(F)F)c2)c1NC(=O)CSCC(=O)O	-6	0.8	-1.5	0.3	-3	12	2.1	-0.4	-3	0.3	3.1
CC(=O)NCCNC(=O)c1ccc(CSc2ccc(Cl)cc2)cc1	0	3.5	2.4	0.9*	0	-3	2.5	7.7	-3	2.1	3.5
CSCCC(=O)N1CCCC(CNC(=O)c2ccccc2Cl)C1 (stereo not given)	1	2.6	1.3	-1.6	2	1	-1.3	-2.0	9	0.3	1.9
Cc1ccc(NC(=O)C(=O)NC(C)C2COc3ccccc3O2)cc1 (stereo not given)	0	2.6	-0.9	-1.3	0	4	1.8	0.3	6	0.0	1.1
CCOc1ccc(Nc2nc(-c3cccnc3)cs2)cc1	6	2.4	3.7	0.5	2	15	0.0	7.7	-7	1.5	6.2*
CCOc1ccccc1N1CCN(CC(=O)N(CC(C)C)c2c(N)n(CC(C)C)c(=O)[nH]c2=O)CC1	-3	-1.8	1.1	-0.5	-7	1	0.4	0.1	1	0.0	0.7
CCN(CC)CCNC(=O)c1cn(CC)c2ccc(S(=O)(=O)N3CCOCC3)cc2c1=O	-1	2.0	-0.7	-0.6	-6	-3	-2.2	2.8	0	-0.3	0.0
O=C(Nc1ccc(F)cc1)C1CCN(S(=O)(=O)c2cccc3nonc23)CC1	-2	-0.9	-1.4	-1.1	-7	-6	-1.4	-2.3	1	-0.1	-0.3
COc1cc(C(=O)N2CCC(NC(=O)C(Cc3ccc(C)cc3)NC(C)=O)CC2)cc(OC)c1OC (stereo not given)	3	-1.3	-1.0	-1.1	3	-2	0.9	-3.1	1	-0.7	-0.6
O=C(C=Cc1cccc(Cl)c1)c1ccccc1	10*	5.6	-0.4	-0.3	5	-3	1.3	2.5	-2	-1.7	0.3
CN1OC[C@@H]2CN(Cc3ccc(Cl)cc3)[C@H](c3ccc(N4CCCCC4)cc3)C[C@@H]21	-1	nt	-0.8	-1.3	-1	2	-0.5	2.0	2	-0.1	nt
CN(Cc1ccccc1)C(=O)c1cccc(NC(=O)Cc2cccc(NC(=O)C3CCN(C(=O)C4CC4)CC3)c2)c1	2	0.8	-0.5	-1.1	1	-8	1.1	-2.8	7	1.8	-1.0
CCOc1ccccc1NC1c2ccccc2C(=O)N1c1ccc(C)cn1 (stereo not given)	1	1.1	2.2	-0.8	1	0	0.2	5.0	8	0.7	0.9
Cn1ncc(Cl)c1C(=O)NCc1ccc2c(c1)OCO2	-1	-2.6	-1.8	-1.0	-2	-1	-0.1	-1.2	1	-6.6	-0.9
O=[N+]([O-])c1ccc(C2=Nc3cc(Cl)ccc3OC2)cc1	-2	4.2	0.0	-0.7	-10	4	0.1	0.7	4	0.3	-1.2
COc1ccc(S(=O)(=O)N2CCOCC2)cc1NC(=O)CNC(=O)c1cccs1	-1	0.5	-0.3	-1.1	-7	3	0.6	-1.2	-2	3.0	-0.9
O=C(CSc1nc2ccccc2s1)Nc1ncccn1	0	1.3	2.5	-0.4	-13	3	-1.4	-1.2	1	-0.1	-0.1
O=c1cc(O)c2sc3nc(C(F)(F)F)c4c(c3c2[nH]1)CCCCC4	-1	2.6	1.0	-0.5	-9	2	-1.1	-1.5	1	-0.2	0.6
Cc1nc(SCC(=O)N2CCC(C(N)=O)CC2)n[nH]1	-1	2.1	-0.3	-0.9	0	8	-0.4	0.7	-5	-0.6	-0.3
Cc1ccc(C2(C)NC(=O)N(CC(=O)Nc3cc(S(=O)(=O)N(C)C)ccc3C)C2=O)cc1 (stereo not given)	1	1.3	1.0	-0.5	2	-3	-2.5	0.9	-1	-0.2	-1.4
COc1ccccc1N(CC(=O)N1CCCCC1C)S(=O)(=O)c1ccc(Cl)cc1 (stereo not given)	-1	0.2	2.1	-1.3	2	7	-0.2	9.9	-8	0.3	-0.5
Cc1c(C(=O)Nc2ccc3c(c2)OCO3)sc2ncn(CC(=O)N3CC(C)CC(C)C3)c(=O)c12 (stereo not given)	-1	-1.6	-0.8	-0.7	0	-1	-0.8	-2.6	1	-0.7	0.3
CCc1nc2ccc(C(=O)Nc3ccc(OC)c(OC)c3)cn2c1N(C)Cc1cccs1	-1	-1.6	-3.7	-2.0	-26	-11	0.4	-2.9	-2	-2.0	nt

Shown as a hit in SMARCA2 activ, of those listed so far:
canonical_smiles,SMARCA2 activ,hcDAF12 agonist,ssDAF-12 act,PLC-beta3 inh,sPLA2-III inh,PG9 Ab binder,Rev-erbA mod,DAX1 inh-1,DAX1 inh-2
O=C(C=Cc1cccc(Cl)c1)c1ccccc1,10*,-0.4,-0.3,5,-3,1.3,-2,-1.7,0.3

The results go on:
SMILES	SMARCA2 activ	FXN GAA850 act	hcDAF12 agonist	ssDAF-12 act	PLC-beta3 inh	sPLA2-III inh	PG9 Ab binder	hgDAF-12 ag	Rev-erbA mod	DAX1 inh-1	DAX1 inh-2
O=C(OC(C(=O)NC1CCCCC1)c1ccccc1)c1ccco1 (stereo not given)	0	-2.6	-1.4	-1.2	1	3	2.8	1.3	0	-0.1	-0.2
COc1ccc(C(=O)Nc2cccc(-c3ccc(N4CCOCC4)nn3)c2)cc1OC	5	0.7	0.6	-0.2	-20	7	-0.2	2.7	0	1.6	0.7
CCC(C)NC(=O)CSc1ccc(S(=O)(=O)N(C)C2CCCCC2)cn1 (stereo not given)	-2	-1.3	-1.4	-1.6	-2	-7	-2.1	-2.0	-2	-1.4	-0.6
CCOc1cc(N)c(Cl)cc1C(=O)NCC1CN(Cc2ccc(F)cc2)CCO1 (stereo not given)	3	0.9	-1.1	-1.3	-1	-8	0.7	-0.6	0	-0.6	-1.8
CC1Cc2nc(SCC(=O)NCC3CCCO3)n(Cc3ccccc3)c(=O)c2S1 (stereo not given)	0	-0.8	2.0	-0.3	3	9	0.2	-0.7	0	-0.1	1.7
Cc1ccc(S(=O)(=O)N2CCN(C(=O)COC(=O)CNC(=O)c3ccc(C(C)(C)C)cc3)CC2)c(C)c1	6	1.7	1.4	-0.5	2	-4	-0.4	-0.1	4	-0.3	1.1
Cc1ccc(-c2c[n+](CC(=O)Nc3ccc(C)cc3C)c3n2CCC3)cc1	0	-1.6	-1.0	-1.1	-4	2	-2.4	0.7	-3	-0.4	0.0
CC(=O)N1N=C(c2cccc([N+](=O)[O-])c2)OC1(C)CC(=O)Nc1ccccc1 (stereo not given)	0	0.3	-0.1	-0.7	2	5	-1.4	-2.3	-4	-0.1	0.1
COc1cc(CO)c(Br)cc1OCC(=O)Nc1ccccc1C	0	2.5	-0.9	-1.2	2	-2	-3.8	2.1	0	0.2	1.2
O=C1Nc2c(Br)cc(Br)cc2C1(O)N1CCOCC1 (stereo not given)	1	-0.8	-0.2	-0.8	-2	2	-0.4	0.1	5	-1.1	0.5
N#CCCN(C(=O)COC(=O)c1ccc(S(=O)(=O)Nc2ccccc2)cc1)c1ccccc1	-2	1.4	0.2	-1.0	2	-23	0.4	2.0	0	-0.3	1.1
Cn1c(=O)c2nc(Cl)c(-c3ccccc3)nc2n(C)c1=O	-1	2.2	-1.5	-1.0	-41	11	1.4	0.4	3	0.2	1.8
CC1CC(C)CN(S(=O)(=O)c2ccc(F)c(C(=O)Nc3ccc(Cl)cc3F)c2)C1 (stereo not given)	-4	-0.8	-0.8	-1.5	1	3	0.4	-0.8	-2	0.4	0.7
CCn1c(=O)n(CC)c2cc(NC(=O)C(C)c3ccccc3)c(Br)cc21 (stereo not given)	-2	-2.4	2.3	-0.9	-4	3	0.2	-0.3	-2	-0.4	-0.1
CN1CCC(NC(=O)c2cccs2)CC1	4	2.1	0.9	-1.1	6	5	-0.1	-0.3	0	0.5	1.0
CCc1ccc(/C(C)=N/NC(=O)c2ccc(-n3cnnn3)cc2)cc1	-4	1.7	-1.1	-0.9	-15	15	1.4	1.6	-6	-1.0	0.3
COc1ccc(S(=O)(=O)NCC2CCCO2)cc1C(=O)O (stereo not given)	2	1.5	1.6	-1.3	2	3	-0.1	-1.3	-6	-0.2	-0.6
COc1ccc(CNC(=O)CSc2nc3nc(C)cc(C)n3n2)cc1	-2	-1.2	-1.5	-0.9	3	4	-1.6	-0.5	-4	-0.3	0.0
CCCC(=O)c1cc2cc(Cl)ccc2oc1=O	0	0.0	-1.8	-0.8	-5	1	-0.7	1.4	2	-0.5	-0.1
Cc1ccccc1C(=O)N[C@H](C(=O)Nc1ccc(Cl)c(Cl)c1)C(C)C	-2	0.0	-2.2	-1.3	-1	10	-0.8	-0.6	-4	0.5	2.9
NC1(C(=O)O)CCCCC1c1ccccc1 (stereo not given)	3	1.4	1.1	-1.2	4	-5	-2.9	-0.1	-5	-1.3	-0.7
Cc1ccc2c(c1)N(CC(=O)N(Cc1ccc3c(c1)OCO3)CC1CCCO1)C(=O)C(C)O2 (stereo not given)	-4	-0.3	-1.3	-1.6	0	-3	1.7	-1.2	-9	-1.3	2.6
COc1cccc(CC(=O)OC(C)C(=O)Nc2ccc(N3CCOCC3)cc2)c1 (stereo not given)	-1	0.2	-0.3	-0.9	-1	2	-0.8	0.8	-2	2.9	2.4
COc1cc(NC(=O)CCCSc2nc(-c3ccco3)cc(C(F)(F)F)n2)cc(OC)c1OC	0	2.3	-2.6	-1.3	-1	-16	1.9	-1.2	1	-0.7	-1.6
CCCCN(CC)CCNC(=O)c1cc2c(=O)[nH]c3ccccc3c2n1C	-5	-1.0	0.8	-1.0	-13	-2	-0.2	-1.3	-3	1.1	2.5

Part of the list above in order of molecular weight, falling.
SMILES	SMARCA2 activ	FXN GAA850 act	hcDAF12 agonist	ssDAF-12 act	PLC-beta3 inh	sPLA2-III inh	PG9 Ab binder	hgDAF-12 ag	Rev-erbA mod	DAX1 inh-1	DAX1 inh-2
CCN(CC)CCNC(=O)c1cn(CC)c2ccc(S(=O)(=O)N3CCOCC3)cc2c1=O	-1	2.0	-0.7	-0.6	-6	-3	-2.2	2.8	0	-0.3	0.0
N#CCCN(C(=O)COC(=O)c1ccc(S(=O)(=O)Nc2ccccc2)cc1)c1ccccc1	-2	1.4	0.2	-1.0	2	-23	0.4	2.0	0	-0.3	1.1
Cc1ccc(-c2c[n+](CC(=O)Nc3ccc(C)cc3C)c3n2CCC3)cc1	0	-1.6	-1.0	-1.1	-4	2	-2.4	0.7	-3	-0.4	0.0
COc1ccc(CNC(=O)CSc2nc3nc(C)cc(C)n3n2)cc1	-2	-1.2	-1.5	-0.9	3	4	-1.6	-0.5	-4	-0.3	0.0
CSCCC(=O)N1CCCC(CNC(=O)c2ccccc2Cl)C1 (stereo not given)	1	2.6	1.3	-1.6	2	1	-1.3	-2.0	9	0.3	1.9
